Anesthetic bind: binds horse apoferritin like a general anesthetic | P02791 | apoferritin/1-aminoanthracene competitive binding, fluorescence | Potency, µM (top dose mostly 77.5 µM), for inactives: at the top dose activity change, negative = displacement, actives largely listed as inhibitors | 350,000 tested, 0.074% active; further: potency means the concentration at half of the fitted maximal effect; on the % scale 0 is the no-effect control and ±100 the full control effect; nearly all actives have a fitted effect of over 20% in size
Target sequence (P02791 2-175 limits assumed): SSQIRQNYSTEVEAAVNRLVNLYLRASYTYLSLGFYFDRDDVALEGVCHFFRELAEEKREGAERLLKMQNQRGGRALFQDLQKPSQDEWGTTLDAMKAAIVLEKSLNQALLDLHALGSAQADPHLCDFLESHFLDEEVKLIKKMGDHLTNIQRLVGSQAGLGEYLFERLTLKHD
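Read-out: endpoint 1-AMA fluorescence, excitation 380 nm and emission 535 nm, after compounds sit 10 min at room temperature with 10 uM horse-spleen apoferritin in 50% saturated 1-AMA/PBS. Values come from four-parameter Hill fits.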
RXFP1 antag: blocks the human relaxin receptor RXFP1 | Q9HBX9 | HEK293-RXFP1, relaxin-stimulated cAMP HTRF, 30 min; active compounds read low | activity change, negative = inhibition, % at 57.5 µM | 350,000 tested, 0.59% active | AID 1259400;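 active means activity change of -60% or lower, but not beyond a set lower limit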; further: on the % scale 0 is the no-effect control and ±100 the full control effect
D1 ag: human D1 receptor agonism. HEK293 T-REx D1 cells, calcium flux, agonist mode. activation, % at 2 µM. 360,000 tested, 1% active. AID 504660; in the data active means activation above about 30%; further: 0% is about no effect
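Tetracycline-induced HEK293 TREx D1 cells, force-coupled to calcium signalling, were dye-loaded with a no-wash calcium kit. Compound was pin-added after a 10 s baseline. Fluorescence was read kinetically at 1 cycle/s for 180 s, with calcium rises flagged as agonism.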
D2 potentiator: D2 dopamine receptor (human) potentiation. P14416. HEK293 T-REx D2, calcium flux, EC20 dopamine potentiation. potentiation, % at 10 µM. 340,000 tested, 0.34% active. AID 485347;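 active means potentiation over 3 SD above the plate norm, cut at about 30% in these data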; further: 0% is about no effect
Target sequence (P14416 whole entry, looked up): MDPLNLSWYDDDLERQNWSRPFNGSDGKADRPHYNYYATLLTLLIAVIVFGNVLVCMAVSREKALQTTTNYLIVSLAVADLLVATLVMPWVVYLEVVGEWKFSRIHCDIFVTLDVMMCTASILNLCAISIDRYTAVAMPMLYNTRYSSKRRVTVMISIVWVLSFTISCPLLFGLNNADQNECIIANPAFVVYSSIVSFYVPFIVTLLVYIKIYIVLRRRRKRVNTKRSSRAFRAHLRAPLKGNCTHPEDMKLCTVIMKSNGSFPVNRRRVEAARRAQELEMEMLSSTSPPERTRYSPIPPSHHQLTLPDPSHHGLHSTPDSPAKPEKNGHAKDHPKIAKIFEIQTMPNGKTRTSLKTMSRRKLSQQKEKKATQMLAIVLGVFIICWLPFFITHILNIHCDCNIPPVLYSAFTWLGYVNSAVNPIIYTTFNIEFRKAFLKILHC
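Tetracycline-induced Hek293 Trex D2 cells, force-coupled to calcium, loaded with no-wash calcium dye. Compound added with 180 s kinetic read for agonism, then EC20 dopamine and a further 180 s read for potentiation.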
D1 antagonist: human D1 dopamine receptor antagonism; P21728; HEK293 TREx D1 cells, calcium flux, dopamine EC80; active compounds read low; activity change, negative = inhibition, % at 10 µM; 360,000 tested, 3.2% active; AID 504652; in the data active means activity change below about -30%; further: on the % scale 0 is the no-effect control and ±100 the full control effect
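Cells carrying a force-coupled, tetracycline-inducible human D1 receptor report calcium flux. Each well gets a 10 s baseline, compound with 180 s monitoring, then an EC80 dopamine stimulus with a second 180 s kinetic read.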
D1 PAM: potentiators of human D1 dopamine receptor; P21728; HEK293 TREx D1 cells, calcium flux, dopamine EC20 potentiation; potentiation, % at 10 µM; 360,000 tested, 0.036% active; AID 504651; in the data active means potentiation above about 30%; further: 0% is about no effect
TRHR enhancer: TRH receptor (human) allosteric enhancement | P34981 | 360,000 tested, 0.66% active | enhancement, % at 2 µM | AID 493056 | TRHR cells, fluo-8 calcium fluorescence, EC20 TRH enhancement; in the data active means enhancement above about 30%; further: 0% is about no effect
Target sequence (P34981 whole entry, looked up): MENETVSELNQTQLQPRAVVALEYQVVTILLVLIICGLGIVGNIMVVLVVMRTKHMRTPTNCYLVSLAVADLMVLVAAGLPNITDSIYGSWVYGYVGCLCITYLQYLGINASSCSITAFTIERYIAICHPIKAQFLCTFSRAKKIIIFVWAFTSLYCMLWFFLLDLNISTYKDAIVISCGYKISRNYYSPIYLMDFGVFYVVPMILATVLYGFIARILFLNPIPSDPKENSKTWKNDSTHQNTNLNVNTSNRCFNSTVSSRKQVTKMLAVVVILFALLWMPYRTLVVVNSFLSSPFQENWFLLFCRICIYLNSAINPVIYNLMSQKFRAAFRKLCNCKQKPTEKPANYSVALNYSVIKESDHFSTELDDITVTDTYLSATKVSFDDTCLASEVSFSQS
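Enhancer read-out: after compound pinning and an initial kinetic agonist-mode read, an EC20 of TRH (10 nM final) was injected and fluo-8 calcium signal (Ex 480/Em 530) followed at 1 s/cycle for 100 cycles in TRHR-expressing cells.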
RXFP1 agonist: RXFP1 (human) receptor agonism; HEK293T-RXFP1 cAMP TR-FRET, 30 min; response scale: percent of porcine relaxin response, buffer zero; AID 2676; 370,000 tested, 0.3% active; Potency, µM (top dose mostly 57.5 µM), without a hit: at the highest dose activation, hits mostly activators; further: potency means the concentration at half of the fitted maximal effect; on the % scale 0 is the no-effect control and ±100 the full control effect; nearly all actives have a fitted effect of over 60% in size; many of its hits are not listed in these tables
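Agonist response is measured as cAMP accumulation in an RXFP1-transfected HEK293T line under PDE4 inhibition. Values are scaled between buffer-only and 29 nM porcine relaxin, and EC50s come from standard Hill equation fits.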
TRHR agonist: agonists of human TRH receptor | activation, % at 2 µM | TRHR cells, calcium flux fluo-8, FDSS agonist mode | 360,000 tested, 0.18% active | P34981; in the data active means activation above about 30%; further: 0% is about no effect
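Steps: seed TRHR cells overnight; add fluo-8 no-wash Ca dye, RT 30 min–1.5 h; record 10 s baseline; pin-transfer compounds; monitor fluorescence 1 cycle/s for the agonist window. Calcium increases flag candidate agonists.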
The depositor's hits bear a star; & = joins results of further samples; [ ] = dose if it differs, or a comment. Unless noted, the call rests on the fitted dose curve; in most records, active means well fitted curve in the direction sought with a large enough effect; inconclusive means small, poorly fitted or top-dose-only effect, or another doubt; inactive means no such curve, though single readings can be large; an effect the other way counts as inactive or inconclusive.

For COC(=O)c1ccc(Oc2c(F)c(F)nc(N3CCOCC3)c2F)cc1 the results were Anesthetic bind -7%, RXFP1 antag -32, D1 ag 9, D1 antagonist -17, D1 PAM -3, TRHR enhancer -12, RXFP1 agonist 3.0% and TRHR agonist 2.7.
For O=C(NCC(=O)N1CCN(S(=O)(=O)c2ccccc2C(F)(F)F)CC1)c1sc2ccccc2c1Cl the results were RXFP1 antag 2, D1 ag 2, D2 potentiator -2, D1 antagonist 3, D1 PAM -10, TRHR enhancer -4, RXFP1 agonist 2.2% and TRHR agonist 0.5.
`Cc1csc(NC(=O)c2ccc(S(=O)(=O)N(C)c3ccccc3)cc2)n1` gave Anesthetic bind -24%, RXFP1 antag -8, D1 ag 8, D2 potentiator 7, D1 antagonist -19, D1 PAM -6, TRHR enhancer 2, RXFP1 agonist 1.0% and TRHR agonist -0.3.
CO/C([O-])=N/c1c[n+](-c2ccc(Cl)cc2)no1 was read as Anesthetic bind -11%, RXFP1 antag -5, D1 ag 1, D2 potentiator 0, D1 antagonist 7, D1 PAM 1, TRHR enhancer -6, RXFP1 agonist 1.0% and TRHR agonist 0.2.
CNS(=O)(=O)c1cc2c3c(cccc3c1)C(=O)NC2=O was read as Anesthetic bind -4%, RXFP1 antag 3, D1 ag -3, D2 potentiator 4, D1 antagonist 8, D1 PAM 16, TRHR enhancer 3, RXFP1 agonist 8.9% and TRHR agonist -0.6.
`CCOC(=O)c1cc2cc(OC)ccc2nc1C` gave Anesthetic bind -4%, RXFP1 antag -10, D1 ag -1, D2 potentiator -4, D1 antagonist 1, D1 PAM 2, TRHR enhancer -1, RXFP1 agonist -0.3% and TRHR agonist 0.2.
`CC(=O)Nc1cc[n+](C(C)C(=O)c2ccccc2)cc1` (stereo unspecified) gave Anesthetic bind -2%, RXFP1 antag 4, D1 ag 8, D2 potentiator -10, D1 antagonist -2, D1 PAM 6, TRHR enhancer -3, RXFP1 agonist -0.7% and TRHR agonist 1.1.
For CC(=O)c1ccc(N(CC(=O)NC2CCCCC2)C(=O)c2csnn2)cc1 the results were Anesthetic bind -6%, RXFP1 antag 7, D1 ag 0, D2 potentiator 10, D1 antagonist 6, D1 PAM -3, TRHR enhancer 1, RXFP1 agonist -3.6% and TRHR agonist 0.4.
For COCC(C)NC(=O)CSc1ncnc2sc(-c3ccccc3)cc12 (stereo unspecified) the results were Anesthetic bind -12%, RXFP1 antag -2, D1 ag 2, D2 potentiator -2, D1 antagonist 6, D1 PAM 0, TRHR enhancer -2, RXFP1 agonist -2.6% and TRHR agonist -0.5.
`Cc1ccc2c(CC(=O)NCC(C)(C)N3CCOCC3)coc2c1` gave Anesthetic bind -4%, RXFP1 antag -21, D1 ag 3, D2 potentiator 4, D1 antagonist -13, D1 PAM -6, TRHR enhancer -3, RXFP1 agonist -1.0% and TRHR agonist 0.1.
Screening O=C(CSc1nc(-c2ccccc2)cc(=O)[nH]1)Nc1ccccc1F returned Anesthetic bind 3%&-2%, RXFP1 antag -4, D1 ag 1&0, D2 potentiator 20&0, D1 antagonist -2&-1, D1 PAM 4&1, TRHR enhancer 2&1, RXFP1 agonist 0.0%&8.2% and TRHR agonist -0.2&-0.7.
For CCNC(=S)NNC(=O)c1ccc(OC(F)F)cc1 the results were Anesthetic bind -9%, RXFP1 antag 16, D1 ag -2, D2 potentiator -6, D1 PAM -2, TRHR enhancer 2, RXFP1 agonist 0.1% and TRHR agonist -0.5.
`CCn1c(C)cc(O)cc1=O` gave Anesthetic bind -7%, RXFP1 antag 19, D1 ag 1, D2 potentiator 6, D1 antagonist 3, D1 PAM -2, TRHR enhancer 0, RXFP1 agonist 4.2% and TRHR agonist 0.6.
For CCCCC(=O)N1CCCC(C)C1 (stereo unspecified) the results were Anesthetic bind 4%, RXFP1 antag 4, D1 ag 6, D2 potentiator 5, D1 antagonist -16, D1 PAM -1, TRHR enhancer 6, RXFP1 agonist -2.0% and TRHR agonist 0.8.
Cc1nn(-c2ccc(N3CCOCC3)nn2)c(C)c1CCC(=O)N1CCN(C)CC1 was read as Anesthetic bind -11%, RXFP1 antag 14, D1 ag 1, D2 potentiator 10, D1 antagonist -1, D1 PAM -6, TRHR enhancer 20, RXFP1 agonist 2.8% and TRHR agonist 0.1.
For COc1ccc(-n2nc(C(=O)NCC(=O)Nc3cccc(Cl)c3)c3ccccc3c2=O)cc1 the results were Anesthetic bind 52%[activator], RXFP1 antag 0, D1 ag 5, D2 potentiator -4, D1 antagonist 4, D1 PAM -3, TRHR enhancer -5, RXFP1 agonist 20% and TRHR agonist -0.9.
For COc1ccc(N2CCN(S(=O)(=O)c3c(C)nc4sccn4c3=O)CC2)cc1 the results were Anesthetic bind -16%, RXFP1 antag 2, D1 ag 0, D2 potentiator -1, D1 antagonist 20, D1 PAM -8, TRHR enhancer -5, RXFP1 agonist 9.8% and TRHR agonist -0.1.
Screening CC1CC(C)CN(CC(=O)NNC(=O)COc2ccc(Cl)cc2)C1 (stereo unspecified) returned RXFP1 antag 6, D1 ag 1, D2 potentiator -7, D1 antagonist -11, D1 PAM 4, TRHR enhancer -6, RXFP1 agonist -1.2% and TRHR agonist 0.7.
O=c1[nH]cnc2c1C1(CCCC1)Cc1ccccc1-2 was read as Anesthetic bind -9%, RXFP1 antag -10, D1 ag -3, D2 potentiator -6, D1 antagonist -5, D1 PAM 1, TRHR enhancer 4, RXFP1 agonist -0.5% and TRHR agonist 0.4.
`CCc1cc(=O)oc2cc(OCC(=O)NC3CC(C)(C)NC(C)(C)C3)ccc12` gave Anesthetic bind -7%, RXFP1 antag 12, D1 ag 4, D2 potentiator -2, D1 antagonist -3, D1 PAM -5, TRHR enhancer 0, RXFP1 agonist -1.4% and TRHR agonist 0.3.
For N#CC(C#N)=C1C=CC=CN1/C(=C\c1ccco1)C(=O)c1ccccc1 the results were Anesthetic bind -21%, RXFP1 antag -104*, D1 ag 0, D2 potentiator 7, D1 antagonist -75*, D1 PAM -7, TRHR enhancer -7, RXFP1 agonist -1.6% and TRHR agonist 0.0.
Cc1ccccc1/C=N/N1C(=O)CSC1=S was read as Anesthetic bind -15%, RXFP1 antag 24, D1 ag 4, D2 potentiator -5, D1 antagonist 4, D1 PAM 8, TRHR enhancer 1, RXFP1 agonist 0.4% and TRHR agonist 1.2.
Screening Cc1nn(-c2ccccc2)c(C)c1NC(=O)COC(=O)Cc1cccc(C(F)(F)F)c1 returned RXFP1 antag -13, D1 ag -2, D2 potentiator -3, D1 antagonist 5, D1 PAM -6, TRHR enhancer -12, RXFP1 agonist -0.5% and TRHR agonist -1.7.
CCOC(=O)C1(Cc2cccc(F)c2)CCN(CCCn2cccn2)CC1 was read as Anesthetic bind -13%, RXFP1 antag -4, D1 ag 0, D2 potentiator -22, D1 antagonist 0, D1 PAM 0, TRHR enhancer -4, RXFP1 agonist 0.4% and TRHR agonist 0.5.
`Cc1cccc(NC(=O)CSc2ncnc3nc[nH]c23)c1C` gave Anesthetic bind -12%, RXFP1 antag 1, D1 ag 2, D2 potentiator -6, D1 antagonist 10, D1 PAM 1, TRHR enhancer 2, RXFP1 agonist 5.4% and TRHR agonist -0.3.
Cn1c(SCC(=O)NCc2cccs2)nnc1-c1ccc(S(=O)(=O)N2CCCC2)cc1 was read as Anesthetic bind -14%, RXFP1 antag -7, D1 ag 2, D2 potentiator 2, D1 antagonist 6, D1 PAM 6, TRHR enhancer -9, RXFP1 agonist 2.3% and TRHR agonist 0.0.
O=P(OC1CCCCC1)(OC1CCCCC1)C(O)c1cccnc1 (stereo unspecified) was read as Anesthetic bind -4%, RXFP1 antag -38, D1 ag 0, D2 potentiator 5, D1 antagonist 7, D1 PAM 2, TRHR enhancer 5, RXFP1 agonist 0.8% and TRHR agonist -1.4.
COc1cc(/C=C2\SC(=S)N(C(Cc3ccccc3)C(=O)O)C2=O)ccc1O (stereo unspecified) was read as Anesthetic bind 0%, RXFP1 antag 1, D1 ag 47*, D2 potentiator 5, D1 antagonist -9, D1 PAM 3, TRHR enhancer 4, RXFP1 agonist -0.1% and TRHR agonist 34*.
Screening Cc1cccc(N=Nc2cnc(N)s2)c1 returned Anesthetic bind -22%, RXFP1 antag -18, D1 ag 0, D2 potentiator 7, D1 antagonist -22, D1 PAM -5, TRHR enhancer 0, RXFP1 agonist -0.1% and TRHR agonist -1.4.
`Cc1cc(C)cc(OCC(=O)NN2C(=O)c3ccccc3C2=O)c1` gave Anesthetic bind 9%, RXFP1 antag 1, D1 ag 1, D2 potentiator 3, D1 antagonist -21, D1 PAM 1, TRHR enhancer -4, RXFP1 agonist -0.5% and TRHR agonist -2.2.
Screening Cc1ccc(-c2nnc(SCC(=O)Nc3nc4c(s3)CCCC4)n2C)cc1 returned Anesthetic bind -14%, RXFP1 antag 4, D1 ag 0, D2 potentiator -9, D1 antagonist 10, D1 PAM 0, TRHR enhancer 8, RXFP1 agonist 0.1% and TRHR agonist -0.6.
Screening O=C(O)c1ccc(-n2cncn2)c([N+](=O)[O-])c1 returned Anesthetic bind 10%, RXFP1 antag -9, D1 ag 3, D2 potentiator 9, D1 antagonist 14, D1 PAM -4, TRHR enhancer 1, RXFP1 agonist 0.0% and TRHR agonist 0.5.
Screening O=C(Nc1ccc(Cl)cc1Cl)c1cc2ccccc2o1 returned Anesthetic bind 10%, RXFP1 antag 3, D1 ag 8, D2 potentiator 9, D1 antagonist 25, D1 PAM -1, TRHR enhancer -3, RXFP1 agonist -0.4% and TRHR agonist 0.4.
COc1ccc(OCc2cc(C(=O)N3CCN(CC(=O)N(C)C)CC3)no2)c(Cl)c1 was read as Anesthetic bind -13%, RXFP1 antag 32, D1 ag 3, D2 potentiator -9, D1 antagonist -8, D1 PAM -4, TRHR enhancer 8, RXFP1 agonist -0.2% and TRHR agonist -0.4.
For CCOC(=O)c1ccc(NS(=O)(=O)c2c(C)n(C)c(=O)n(C)c2=O)cc1 the results were Anesthetic bind -14%, RXFP1 antag 10, D1 ag 3, D2 potentiator -8, D1 antagonist 24, D1 PAM -5, TRHR enhancer -3, RXFP1 agonist 0.1% and TRHR agonist 0.5.

Two compounds picked at random from the list so far:
`CCOC(=O)c1cc2cc(OC)ccc2nc1C` gave Anesthetic bind -4%, RXFP1 antag -10, D1 ag -1, D2 potentiator -4, D1 antagonist 1, D1 PAM 2, TRHR enhancer -1, RXFP1 agonist -0.3% and TRHR agonist 0.2.
For N#CC(C#N)=C1C=CC=CN1/C(=C\c1ccco1)C(=O)c1ccccc1 the results were Anesthetic bind -21%, RXFP1 antag -104*, D1 ag 0, D2 potentiator 7, D1 antagonist -75*, D1 PAM -7, TRHR enhancer -7, RXFP1 agonist -1.6% and TRHR agonist 0.0.

From PubChem

The list is partial. The share of hits here may be higher or lower than overall.
